uPA surface inh: blocks generation of uPA at the cell surface; cell surface uPA generation assay, qHTS; 330,000 tested, 0.31% active; Potency, µM (doses to about 38.3 µM), for the others: top-dose activity change, negative = inhibition, hits mostly inhibitors; active means well fitted inhibition curve with a large enough effect; inconclusive means small, poorly fitted or top-dose-only effect; inactive means no such curve, though single readings can be large or run the other way; tested in mouse RAW 264.7 cells; further: on the % scale 0 is the no-effect control and ±100 the full control effect; nearly all actives have a fitted effect of over 55% in size
BRCA1 expr up: activators of BRCA1 expression | MCF7-BRCA1-FFLuc reporter, luminescence, 48 h; response scale: scaled: vehicle 0%, 10 µM genistein 100% | Potency, µM (highest dose often 46.1 µM), for the others: at the highest dose activation, usual class: activators | 380,000 tested, 1.1% active | AID 624202; further: nearly all actives have a fitted effect of over 80% in size; some results filed as inactive show a strong effect at the top dose
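Cells: MCF7-BRCA1-FFLuc, 2000/well. Exposure: 48 h, 37 °C, 5% CO2. Read: luminescence, 15 min post-substrate. Controls: genistein 10 microM (maximal activation), DMSO (neutral).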
FLuc modulator: inhibits or activates purified firefly luciferase, miR-21 counter-screen; Potency, µM (highest dose often 57.5 µM), for the others: top-dose activity change, negative = inhibition, usual class: inhibitors; purified FLuc, Km substrates, luminescence inhibition; 360,000 tested, 6.9% active;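 further: plate controls were vehicle for no effect and reference inhibitor for full effect; nearly all actives have a fitted effect of over 55% in size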
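Purified P. pyralis luciferase, 10 nM final, with Km-level 10 uM D-luciferin and 10 uM ATP in 50 mM Tris acetate pH 7.5, 10 mM Mg acetate, 0.01% Tween-20, 0.05% BSA; 6-point qHTS titration about 60 µM downward; luminescence read.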
RORg inh: inhibitors of mouse ROR gamma transcriptional activity. 310,000 tested, 5.4% active. Potency, µM (top dose mostly 53.6 µM), for the others: at the highest dose activity change, negative = inhibition, actives largely listed as inhibitors. P51450. Drosophila S2 Gal4-RORgamma UAS-luciferase reporter, 20 h; further: on the % scale 0 is the no-effect control and ±100 the full control effect; nearly all actives have a fitted effect of over 60% in size
Target sequence (P51450 whole entry, looked up, the tested form may be a part): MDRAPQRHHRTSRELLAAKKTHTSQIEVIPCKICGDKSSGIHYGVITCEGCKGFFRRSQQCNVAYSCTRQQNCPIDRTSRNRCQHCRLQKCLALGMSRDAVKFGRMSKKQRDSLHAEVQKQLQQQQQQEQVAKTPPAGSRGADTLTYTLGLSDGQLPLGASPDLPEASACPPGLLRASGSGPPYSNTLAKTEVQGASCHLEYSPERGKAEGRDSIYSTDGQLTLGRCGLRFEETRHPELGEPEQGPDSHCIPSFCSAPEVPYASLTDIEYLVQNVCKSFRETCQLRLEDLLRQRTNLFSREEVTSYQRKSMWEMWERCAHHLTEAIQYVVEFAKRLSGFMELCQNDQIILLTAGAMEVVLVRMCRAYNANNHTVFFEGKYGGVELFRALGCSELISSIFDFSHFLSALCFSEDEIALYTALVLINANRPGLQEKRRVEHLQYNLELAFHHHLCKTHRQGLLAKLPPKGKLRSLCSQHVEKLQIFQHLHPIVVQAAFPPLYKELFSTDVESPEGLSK
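ROR gamma transcriptional activity was tracked as Gal4-UAS luciferase output in stably transfected Drosophila Schneider cells, with compound added 1 hr before 700 uM copper sulfate induction and a 20 hr ambient-temperature incubation.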
MLL CXXC-DNA inh: blocks binding of human MLL CXXC domain to DNA; Q03164; MLL-CXXC / FITC-HOXA9 DNA fluorescence polarization; Potency, µM (series often up to 115 µM), inactives show at the top dose activity change, negative = inhibition, usual class: inhibitors; 290,000 tested, 0.037% active; active means well fitted inhibition curve with a large enough effect in the polarisation, with a control signal flat, not every such curve was filed as active; inconclusive means small, poorly fitted or top-dose-only effect, or effect the other way, or a change in a side signal; inactive means no such curve, though single readings can be large or run the other way; the % refers to the polarisation
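Purified MLL-CXXC (added from a 7 uM solution) was preincubated 5 min at ambient with pinned compounds in 50 mM Tris-HCl pH 7.5, 50 mM NaCl, 1 mM DTT, 0.05% BSA. Fluorescein-labeled HOX-A9 DNA (50 nM solution) followed, 30 min, then polarization read.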
NPC1 promoter act: activates the NPC1 promoter; Potency, µM (series often up to 9.22 µM), for inactives: at the highest dose activation, hits mostly activators; 320,000 tested, 2.4% active; Huh7 NPC1 promoter luciferase reporter, 24 h;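 further: % of control where 0% means no effect; nearly all actives have a fitted effect of over 60% in size; reporter is driven by a mutant NPC1 promoter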
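Luciferase expression driven by the NPC1 promoter was measured in stably transfected Huh7 cells after a 24 h compound incubation, using a luciferase reagent and a luminescence read.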
ELG1 genotox: inducers of genotoxicity in HEK293T ELG1-luciferase cells | HEK293T ELG1-luciferase reporter, luminescence, 16 h | Potency, µM (doses to about 46 µM), for the others: top-dose activity change, positive = activation, actives largely listed as activators | 330,000 tested, 1.3% active | AID 504466; further: % of control where 0% means no effect; nearly all actives have a fitted effect of over 60% in size
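Genotoxicity was scored as increased ELG1-luciferase reporter signal, measured by ONE-Glo luminescence (30 min, room temperature). Compound or vehicle exposure of the HEK293T reporter cells lasted 16 hr at 37°C.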
Gal4-VP16 FLuc: Gal4-VP16 reporter inhibition counter-screen; 310,000 tested, 3.5% active; Drosophila S2 Gal4-VP16 UAS-luciferase, luminescence, 20 h; Potency, µM (series often up to 53.6 µM), for inactives: at the top dose activity, negative = inhibition, most hits filed as inhibitors;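 further: Gal4-VP16 expression switched on by copper sulfate through the metallothionein promoter; on the % scale 0 is the no-effect control and ±100 the full control effect; nearly all actives have a fitted effect of over 50% in size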
Rab9 promoter act: activators of Rab9 promoter. Huh7 Rab9 promoter-luciferase reporter, luminescence, 24 h. Potency, µM (series often up to 9.22 µM), inactives show top-dose activation, negative = inhibition, hits mostly activators. 320,000 tested, 2.8% active; further: % of control where 0% means no effect; nearly all actives have a fitted effect of over 60% in size
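Huh7 cells stably carrying Rab9 promoter–luciferase reporter, plated 1500 cells/well, compound added after 2 h and incubated 24 h at 37 °C; luciferase luminescence then read after 10 min with detection reagent.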
MBNL1-CUG inh: blocks human MBNL1 binding to CUG repeat RNA. Q9NR56. TR-FRET MBNL1-His/biotin-(CUG)12 binding, 665/545 ratio. Potency, µM (highest dose often 57.5 µM), without a hit: top-dose activity change, negative = inhibition, most hits filed as inhibitors. 280,000 tested, 0.036% active. AID 2675; active means well fitted inhibition curve with a large enough effect in the signal ratio, with a control signal flat, not every such curve was filed as active; inconclusive means small, poorly fitted or top-dose-only effect, or effect the other way, or a change in a side signal; inactive means no such curve, though single readings can be large or run the other way; the % refers to the signal ratio; further: on the % scale 0 is the no-effect control and ±100 the full control effect
Target sequence (Q9NR56 whole entry, looked up): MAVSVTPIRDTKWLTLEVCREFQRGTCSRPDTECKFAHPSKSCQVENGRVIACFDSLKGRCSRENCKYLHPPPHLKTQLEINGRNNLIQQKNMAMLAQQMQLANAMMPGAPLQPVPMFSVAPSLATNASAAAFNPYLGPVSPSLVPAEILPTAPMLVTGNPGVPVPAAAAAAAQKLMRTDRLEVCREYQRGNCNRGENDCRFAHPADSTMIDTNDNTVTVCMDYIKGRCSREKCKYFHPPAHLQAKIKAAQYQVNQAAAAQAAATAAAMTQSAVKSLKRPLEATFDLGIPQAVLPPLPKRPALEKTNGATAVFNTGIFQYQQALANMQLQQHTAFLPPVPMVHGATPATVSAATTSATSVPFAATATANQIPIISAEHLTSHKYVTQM
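TR-FRET readout: Ex 340 nm, 665/545 nm emission ratio, normalized to buffer-only (basal) and MBNL1-(CUG)12 controls. Complex of MBNL1-His with Biotin-(CUG)12, compounds 92 nM–58 uM, incubated 60 min at room temperature.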
p53 reactivator: mutant p53 re-activation in reporter cells; 320,000 tested, 0.063% active; H1299 p53-A138V BP100-luciferase reporter, luminescence, 24 h; Potency, µM (series often up to 92.2 µM), for inactives: at the top dose activity change, positive = activation, usual class: activators; AID 504706; further: % of control where 0% means no effect; nearly all actives have a fitted effect of over 45% in size
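p53-null H1299 cells stably carrying temperature-sensitive p53-A138V and a BP100-luciferase reporter were pinned with compounds (4-point, 1:5 series) and held 24 hrs at 37 deg C. Luminescence was read 10 min after detection reagent.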
The depositor's hits bear a star; u = inconclusive; x = no result given; [ ] = dose if it differs, or a comment. Unless noted, the call rests on the fitted dose curve; in most records, active means well fitted curve in the direction sought with a large enough effect; inconclusive means small, poorly fitted or top-dose-only effect, or another doubt; inactive means no such curve, though single readings can be large; an effect the other way counts as inactive or inconclusive. Potency means the concentration at half of the fitted maximal effect. Not all compounds are listed (hit frequency here may not be typical).

SMILES | uPA surface inh | BRCA1 expr up | FLuc modulator | RORg inh | MLL CXXC-DNA inh | NPC1 promoter act | ELG1 genotox | Gal4-VP16 FLuc | Rab9 promoter act | MBNL1-CUG inh | p53 reactivator
O=C(NC1CCCCC1)NC1CCN(CC(=O)N2CCOCC2)CC1 | -4% | 5% | 0% | -36% | -2% | -2% | -5% | 2% | 5% | -7% | 3%
Cc1ccc(-n2c(C)cc(/C([O-])=C(/C(=S)Nc3ccc(F)c(Cl)c3)[n+]3ccccc3)c2C)cc1 | 3% | -66% | -11% | -14% | 7% | -2% | 0% | 3% | -4% | 4% | 2%
CC(=O)c1ccc(NC(=O)CNC2CCCCC2)cc1 | -2% | 3% | -3% | 0% | -6% | -1% | 3% | 4% | -4% | -3% | -3%
CCCn1c(/N=C/c2ccccc2O)nc2ccccc21 | 0% | 0% | 0% | -2% | -22% | -4% | 2% | -15% | 0% | 4% | 4%
CCOC(=O)N1CCN(C(=O)CN(Cc2ccccc2)S(C)(=O)=O)CC1 | 3% | -4% | 0% | 2% | 9% | -6% | -1% | -1% | 3% | 1% | -1%
O=C(COc1ccccc1)Nc1c2c(nn1-c1ccc(F)cc1)CS(=O)(=O)C2 | -3% | -27% | 0% | 3% | -1% | 6% | 0% | 1% | -4% | 7% | 10%
CC(C)N1CCC(N2CCN(C/C=C/c3ccc(F)cc3)CC2CCO)CC1 (configuration not stated) | -3% | -30% | -1% | 2% | -1% | 0% | 4% | 2% | -1% | 2% | 1%
O=C(Nc1cccc(Cl)c1N1CCOCC1)c1ccco1 | -3% | 2% | -4% | -31% | -2% | 2% | -23% | 20% | -3% | -5% | -13%
CNC(=O)NC(=O)C(C)OC(=O)c1cc2c(s1)CCCCC2 (configuration not stated) | 6% | 1% | 7% | 33% | 9% | 2% | -2% | -2% | 3% | u | 5%
NC(=O)C1=C[C@@H](c2ccc(C(F)(F)F)cc2)C[C@@H](OCc2ccc(CO)cc2)O1 | 1% | -30% | -1% | 8% | -27% | -1% | 3% | 1% | 4% | 3% | -3%
COc1ccc(NC(=O)C2CCN(S(=O)(=O)c3cccs3)CC2)cc1OC | -3% | -2% | 3% | x | x | -4% | -6% | x | -4% | x | -7%
Cc1cc(C)nc(NC(=O)CCCC(=O)O)c1 | 6% | -19% | 0% | 9% | 0% | 3% | -1% | -6% | 0% | 3% | 2%
O=S(=O)(Nc1ccc2c(c1)OCCO2)c1cccc2nsnc12 | -7% | 13% | 24µM* | -8% | -9% | 1% | 16µM* | -8% | 1% | u | u
CC(C)C(=O)N(c1ccc2oc(=O)sc2c1)S(=O)(=O)c1ccccc1 | x | -12% | 1% | u | 6% | 1% | -8% | u | -10% | -2% | -1%
O=c1c2c3c(sc2nc2n1CCCC2)CCCCC3 | -4% | u | 24µM* | u | 2% | 16% | u | 5% | 11% | -3% | u
C=CCn1ccc(=NC=C(C#N)C#N)c2ccccc21 | 1% | -11% | -5% | 3% | u | -7% | -4% | -9% | -8% | u | -1%
Cc1cc(C)nc(NC(=O)c2ccc(C)o2)n1 | -7% | 0% | -1% | -1% | -3% | -4% | 4% | -12% | 4% | 2% | 10%
COc1cccc(OCc2cc(C(=O)N(C)CCC3CCCCO3)no2)c1 (configuration not stated) | 15% | 44% | u | 2% | -5% | u | 12% | 0% | u | -14% | -9%
COc1cc(NS(C)(=O)=O)c(OC)cc1NC(=O)c1cccc(F)c1 | 14% | 1% | 1% | -16% | 7% | 1% | -8% | -1% | 0% | 0% | 2%
N/C(=N/OC(=O)c1cccc([N+](=O)[O-])c1)c1cccc([N+](=O)[O-])c1 | -2% | 7.1µM* | u | 6% | -2% | 15% | 8% | -10% | 12% | 10% | 23%
Cc1cc(Nc2ccc(Cl)cc2)n(-c2cccc(Cl)c2)n1 | 0% | -60% | -3% | -23% | 4% | -3% | -7% | 0% | -7% | 3% | 6%
COC(=O)CSc1nc(NCc2ccccc2)nc(N(C)C)n1 | 4% | -15% | 5% | 44% | 4% | -6% | u | 0%[10 µM] | -6% | -22% | -4%
COc1ccc(OC)c(Nc2nc(NCCC(C)C)nc(N)c2[N+](=O)[O-])c1 | -3% | -65% | 7% | 23% | 17% | -1% | 1% | -12% | 0% | -3% | 4%
O=C(CN1CCc2ccccc2C1)NC1CCCC1 | 11% | -10% | 1% | u | 2% | 0% | 1% | -1% | -1% | -2% | 10%
O=C(Nc1ccc(NS(=O)(=O)c2ccccc2)cc1)c1ccccc1 | 0% | -2% | -2% | 12% | -6% | 0% | 6% | 9% | 0% | -4% | 1%
(continued)
SMILES | uPA surface inh | BRCA1 expr up | FLuc modulator | RORg inh | MLL CXXC-DNA inh | NPC1 promoter act | ELG1 genotox | Gal4-VP16 FLuc | Rab9 promoter act | MBNL1-CUG inh | p53 reactivator
O=C(N/N=C/c1ccc[nH]1)c1cc(-c2cccs2)nc2ccccc12 | x | -36% | 15µM* | 2.8µM* | u | -5% | -15% | 6.3µM* | -1% | 18% | -3%
CCCCOc1ccc(NC(=O)CN2CCN(CC)CC2)cc1 | 1% | -36% | 6% | 8% | -22% | 2% | -7% | 0% | 1% | -5% | 19%
Cc1cc([N+](=O)[O-])cc(C)c1OCC(=O)N/N=C/c1ccc(OC(=O)c2ccccc2Br)cc1 | -1% | -12% | -8% | 15% | 8% | 2% | 3% | 12% | -6% | 11% | 9%
CCOC(=O)Cc1csc(NC(=O)CCN2C(=O)c3cccc([N+](=O)[O-])c3C2=O)n1 | 2% | -5% | -2% | 8% | 1% | -2% | 1% | -5% | -2% | u | -5%
Cn1c(SCC(=O)N2CCOCC2)nc2sc3c(c2c1=O)CCCC3 | -3% | -16% | 0% | -12% | 0% | 3% | 0% | 3% | -3% | 12% | -9%
CCC(=O)Nc1ccc(C(=O)OCc2ccccc2)cc1 | 1% | u | u | 33% | 44%[activator] | 17% | u | u | u | -1% | 4%
N#CCCn1cc(C(=O)Nc2ccc([N+](=O)[O-])cc2)c(-c2cccs2)n1 | 2% | 3% | 1% | 43% | 6% | -1% | 1% | -10% | -3% | u | 2%
COC(=O)C1=C(N)OC2=C(C(=O)CCC2)C1c1ccccc1OC (configuration not stated) | 0% | -26% | -3% | 6% | 2% | -2% | 3% | 7% | -1% | -5% | 5%
CCOC(=O)c1ccccc1NC(=O)CSc1cccc[n+]1[O-] | -1% | -7% | -8% | 1% | -9% | -3% | -4% | -3% | -1% | 4% | -1%
O=C(CN1C(=O)NC2(CCc3ccccc32)C1=O)c1ccc2c(c1)OCCO2 (configuration not stated) | -2% | 55% | -5%[2.3 µM] | 4% | -2% | 5% | 1% | 15% | 18% | -8% | 3%
COc1ccc(OCc2nnc(NC(=O)Nc3ccccc3F)s2)cc1 | 2% | -22% | 1% | -29% | -5% | 2% | 5% | -29% | -5% | 2% | -4%
C=CCOC(=O)C1=C(C)NC(=O)NC1c1ccc(OC(=O)c2ccco2)c(OC)c1 (configuration not stated) | 8% | 12% | 0% | 21% | 6% | 1% | 0% | 3% | 9% | -5% | 0%
COc1cc(C(=O)N2C(=O)CCC2=O)cc(OC)c1OC | 0% | 0% | -7% | 6% | -1% | -2% | 1% | 5% | 1% | -5% | 1%
CCn1c(COc2cccc3ccccc23)nnc1SCC(N)=O | 3% | 17% | -1% | 8% | -5% | -3% | 0% | -3% | -10% | -2% | 8%
CCN1CCN(CCNC(=O)c2ccc(/C=C3\Sc4ccccc4N(Cc4ccccc4F)C3=O)cc2)CC1 | u | -24% | u | u | u | -1% | 6% | u | 2% | 3% | 4%
O=C(c1noc2c1CCCC2)N1CCCCC1 | x | 1% | 0% | 6% | -3% | 2% | 4% | 0% | 0% | -3% | 4%
NC(=O)C1CCN(C(=O)COc2ccc3c(c2)oc(=O)c2ccccc23)CC1 | 10% | 17% | u | -22% | -8% | -2% | 9% | -6% | 3% | -1% | 5%
COc1ccc(N2CCN(C(=O)c3ccccc3NC(=O)c3ccccc3)CC2)cc1 | -71% | -9% | 3% | x | 11% | 1% | 1% | x | 4% | 2% | x
O=C(Nc1ccccn1)c1ccc2c(c1)S(=O)(=O)c1ccccc1C2=O | -4% | 6% | -18% | 15%[10 µM] | -1% | 11% | 3% | 3% | 5% | x | 6%
CC1=NN(C(N)=S)C(=O)C1N=Nc1ccc(C)cc1C (configuration not stated) | x | x | 4.8µM* | 0.5µM* | u | u | 11µM* | 1.1µM* | u | u | u
CCOC(=O)C1=C(N)OC2=C(C(=O)CCC2)C1c1ccco1 (configuration not stated) | 7% | -13% | 0% | 2% | 5% | 0% | -5% | -17% | 5% | u | 24%

Assay outcomes deposited in PubChem by National Center for Advancing Translational Sciences (NCATS).
